BL2 CD40 inh: CD40 pathway inhibition in BL2 cells. BL2 NF-kB luciferase reporter, CD40L-induced, 4 h. inhibition, % at 10 µM. 83,000 compounds, 0.94% hits;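 active = mean inhibition of at least 50% with a set share of replicates also reaching that level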;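 note: 0% = neutral control wells and 100% = IKK inhibitor VII at 50 µM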
* hit, by the source's call; & = joins results of further samples; [ ] = another dose, or the depositor's remark. The list is partial, so the mix of outcomes need not match the whole.

Results for COc1ccc2ccc(OCC(=O)NCC3CCCO3)cc2c1 (stereo not drawn) ?
BL2 CD40 inh: 1

What do the screens show for `O=C(C1CCCN(c2ncnc3c2nc2n3CCCCC2)C1)N1CCCCC1` (stereo not drawn)?
BL2 CD40 inh: -1

How did CCOc1ccccc1NC(=O)COC(=O)/C=C/c1cccs1 do in these assays?
BL2 CD40 inh: 2

What do the screens show for `COCCN1C(=O)C(=O)/C(=C(/O)c2ccc(C)cc2)C1c1ccccn1` (stereo not drawn)?
BL2 CD40 inh: -5

What do the screens show for `O=C(NC1CCCC1)C1CC(=O)N(c2ccc(F)cc2)C1` (stereo not drawn)?
BL2 CD40 inh: -1

How did CCC(=O)Nc1ccc2c(c1)C(=O)N(C)C[C@@H](OC)[C@@H](C)CN(Cc1nccs1)[C@H](C)CO2 do in these assays?
BL2 CD40 inh: -2[25 µM]

How did C/C=C/c1ccc([C@H]2[C@@H](CO)N(C(=O)C3CC3)[C@H]2CNC(=O)NC(C)C)cc1 do in these assays?
BL2 CD40 inh: 0[25 µM]

What do the screens show for `O=C(CCc1nnc(C2(c3ccc(Cl)cc3)CCC2)o1)NC1CC1`?
BL2 CD40 inh: -23

What do the screens show for `CCN(CC(=O)Nc1ccc(NC(C)=O)cc1)C(=O)C(c1ccccc1)c1ccccc1`?
BL2 CD40 inh: 7

What do the screens show for `COC(=O)c1sccc1S(=O)(=O)NC(C)c1cnn(-c2ccc(OC)cc2)c1C` (stereo not drawn)?
BL2 CD40 inh: 16

What do the screens show for `CN(CC(=O)Nc1cccc(F)c1)C(=O)c1cccc(S(=O)(=O)N2CCN(c3ccc(F)cc3)CC2)c1`?
BL2 CD40 inh: 9

Results for CN=C1SC(CC(=O)Nc2ccc(N3CCOCC3)cc2)C(=O)N1C (stereo not drawn) ?
BL2 CD40 inh: -10

What do the screens show for `O=C(/C=C/c1ccccc1)Nc1cccc(C(=O)O)c1`?
BL2 CD40 inh: 82*

What do the screens show for `C[C@H](CO)N1C[C@H](C)[C@H](CN(C)C(=O)CCCN(C)C)OCCCC[C@H](C)Oc2ccc(NS(=O)(=O)c3ccc(Cl)cc3)cc2C1=O`?
BL2 CD40 inh: -19[25 µM]

What do the screens show for `O=C(c1ccccc1F)N1C[C@H]2[C@@H](c3ccccc31)[C@@H](CO)N2C(=O)c1ccncc1`?
BL2 CD40 inh: 4

Five entries out of the list, sorted by length of the SMILES, descending:
What do the screens show for `C[C@H](CO)N1C[C@H](C)[C@H](CN(C)C(=O)CCCN(C)C)OCCCC[C@H](C)Oc2ccc(NS(=O)(=O)c3ccc(Cl)cc3)cc2C1=O`?
BL2 CD40 inh: -19[25 µM]

What do the screens show for `COC(=O)c1sccc1S(=O)(=O)NC(C)c1cnn(-c2ccc(OC)cc2)c1C` (stereo not drawn)?
BL2 CD40 inh: 16

What do the screens show for `O=C(C1CCCN(c2ncnc3c2nc2n3CCCCC2)C1)N1CCCCC1` (stereo not drawn)?
BL2 CD40 inh: -1

What do the screens show for `O=C(CCc1nnc(C2(c3ccc(Cl)cc3)CCC2)o1)NC1CC1`?
BL2 CD40 inh: -23

Results for COc1ccc2ccc(OCC(=O)NCC3CCCO3)cc2c1 (stereo not drawn) ?
BL2 CD40 inh: 1

Next structures:
Results for COc1cccc(-c2ccc(=O)n(CC(=O)NCCN3CCOCC3)n2)c1 ?
BL2 CD40 inh: 3

What do the screens show for `N#C[C@@H]1[C@H](c2ccc(-c3ccccc3F)cc2)[C@@H](CO)N1C(=O)C1CCC1`?
BL2 CD40 inh: 3[25 µM]

How did OC(c1ccccc1)C(NCCNCc1ccccc1)c1ccccc1 (stereo not drawn) do in these assays?
BL2 CD40 inh: 4

How did Cc1cc(C)nc(NC(=O)c2ccc(COc3ccccc3Cl)cc2)c1 do in these assays?
BL2 CD40 inh: -9

How did O=C(CCc1nnc(COc2ccccc2)o1)NCCc1cccs1 do in these assays?
BL2 CD40 inh: -7

How did O=C(NCCc1ccccc1)C(=O)Nc1ccc2c(c1)OCCO2 do in these assays?
BL2 CD40 inh: -21

How did COc1cccc(NC(=O)C(c2ccccc2)N2CCCC2)c1 (stereo not drawn) do in these assays?
BL2 CD40 inh: -34

How did CC(C)NC(=O)N1[C@H](CN(C)C(=O)c2cccnc2)[C@@H](c2ccccc2)[C@@H]1CO do in these assays?
BL2 CD40 inh: -12

How did Cc1c(C(=O)N2CCN(C)CC2)oc2ccc(S(=O)(=O)N3CCOCC3)cc12 do in these assays?
BL2 CD40 inh: 2

How did CC(C)(C)N(Cc1ccccc1)C(=O)COC(=O)Cn1[nH]c(=O)c2ccccc2c1=O do in these assays?
BL2 CD40 inh: 14

How did CN(CC(=O)Nc1c(Cl)cccc1Cl)C(=O)C1CSC2(C)CCC(=O)N12 (stereo not drawn) do in these assays?
BL2 CD40 inh: 1

How did CCOc1cc(/C=C(/C#N)C(N)=O)cc(CSc2ccccc2)c1O do in these assays?
BL2 CD40 inh: -10[25 µM]

Results for COc1ccccc1-c1ccc([C@H]2[C@@H](C#N)N(C(=O)C3CC3)[C@@H]2CO)cc1 ?
BL2 CD40 inh: -21

Results for Cc1cccc(NS(=O)(=O)c2ccc(C)c(C(=O)N3CCN(C(=O)c4ccco4)CC3)c2)c1 ?
BL2 CD40 inh: 7

What do the screens show for `Cc1noc(C)c1C(=O)NCC(=O)Nc1ccccc1Br`?
BL2 CD40 inh: 25

Overlap with the part before: three compounds, followed by the next part.
Results for COc1ccccc1-c1ccc([C@H]2[C@@H](C#N)N(C(=O)C3CC3)[C@@H]2CO)cc1 ?
BL2 CD40 inh: -21

Results for Cc1cccc(NS(=O)(=O)c2ccc(C)c(C(=O)N3CCN(C(=O)c4ccco4)CC3)c2)c1 ?
BL2 CD40 inh: 7

What do the screens show for `Cc1noc(C)c1C(=O)NCC(=O)Nc1ccccc1Br`?
BL2 CD40 inh: 25

What do the screens show for `CC(CCc1ccccc1)NC(=O)c1nnc(Cc2ccc(F)cc2)o1` (stereo not drawn)?
BL2 CD40 inh: 6

How did CC1CCCCN1C(=S)Nc1ccc(S(=O)(=O)N2CCCCC2)cc1 (stereo not drawn) do in these assays?
BL2 CD40 inh: 9

Results for COc1cc(N(C)C)ccc1C=c1c2ccccc2n2c1cc(-c1ccccc1)[n+]2C ?
BL2 CD40 inh: 101*

What do the screens show for `C[C@H]1CN([C@@H](C)CO)C(=O)CCCn2nncc2CO[C@H]1CN(C)C(=O)c1ccccc1`?
BL2 CD40 inh: -7

Results for c1ccc(COc2cccc(CNCc3cccnc3)c2)cc1 ?
BL2 CD40 inh: -3

How did C/C=C/c1ccc([C@H]2[C@@H](CO)N(Cc3ccccn3)[C@@H]2CNC(C)=O)cc1 do in these assays?
BL2 CD40 inh: 4

Results for CC1(C)Cc2c(c(N3CCOCC3)nc3sc(C(=O)N4CCCCC4)c(N)c23)CO1 ?
BL2 CD40 inh: -10

What do the screens show for `O=C(Nc1cc(C(F)(F)F)ccc1N1CCOCC1)C1=COCCO1`?
BL2 CD40 inh: 6

Results for Cn1nnnc1SCc1nnc(-c2ccc(F)cc2)o1 ?
BL2 CD40 inh: -31

What do the screens show for `CSc1nc2ccc(S(=O)(=O)NC3CCCCC3)cc2s1`?
BL2 CD40 inh: 0

How did CNC[C@H]1OCCCC[C@@H](C)Oc2ccc(NC(=O)Nc3ccc(OC)cc3)cc2C(=O)N([C@@H](C)CO)C[C@H]1C do in these assays?
BL2 CD40 inh: 7[25 µM]

What do the screens show for `COc1c(C)cc(Br)cc1C(=O)Nc1ccccc1N1CCN(C(=O)c2ccccc2)CC1`?
BL2 CD40 inh: 4

Results for CCCCCN(C(=O)CCC(=O)OCc1ccccc1C)c1c(N)n(CCCC)c(=O)[nH]c1=O ?
BL2 CD40 inh: 3

How did CCCC#Cc1ccc2c(c1)O[C@H](CN(C)Cc1ccccn1)[C@H](C)CN([C@H](C)CO)S2(=O)=O do in these assays?
BL2 CD40 inh: 7[25 µM]

What do the screens show for `COCC(=O)N(C[C@@H]1[C@@H](c2ccccc2)[C@@H](CO)N1C(=O)NC(C)C)C(C)C`?
BL2 CD40 inh: 0[25 µM]

How did COc1ccc(-c2ncncc2-c2csc(C)n2)c(O)c1 do in these assays?
BL2 CD40 inh: -1

How did O=C(CCNC(=O)N1CC(=O)Nc2ccccc21)NCCc1cccc(F)c1 do in these assays?
BL2 CD40 inh: 10

Results for CCOC(=O)c1[nH]c(C)c(CN(CCc2ccccc2)S(C)(=O)=O)c1C ?
BL2 CD40 inh: 0

How did COc1cccc(-c2ccc([C@@H]3[C@@H](CO)N4CCCCN(C(=O)c5ccc6c(c5)OCO6)C[C@H]34)cc2)c1 do in these assays?
BL2 CD40 inh: -5[25 µM]

Results for COc1ccc(NC(=O)N2CCCCN3[C@H](CO)[C@@H](c4ccc(C#Cc5ccccn5)cc4)[C@@H]3C2)cc1 ?
BL2 CD40 inh: -5[25 µM]

How did CC(C)CCn1nc(C(=O)OCC(=O)NC(C)c2ccccc2)c2ccccc2c1=O (stereo not drawn) do in these assays?
BL2 CD40 inh: 7

What do the screens show for `COc1ccc(C(=O)NNC(=O)c2cccs2)cc1S(=O)(=O)N1CCOCC1`?
BL2 CD40 inh: 0

What do the screens show for `CCC(=O)N1CCCn2c1nc1ccccc12`?
BL2 CD40 inh: -5

Results for Cc1cc(C(=O)N2CCN(C(=O)C3CCCO3)CC2)no1 (stereo not drawn) ?
BL2 CD40 inh: 9

How did Nc1nc(O)c(CC(=O)O)s1 do in these assays?
BL2 CD40 inh: 3

Results for Cc1ccc(S(=O)(=O)N(C)C[C@H]2OCCCC[C@H](C)Oc3ccc(NS(=O)(=O)c4ccc(F)cc4)cc3C(=O)N([C@@H](C)CO)C[C@H]2C)cc1 ?
BL2 CD40 inh: 0

Results for O=C(c1ccccc1)N1CC[C@@H]2[C@H](CO)Nc3ccc(C#Cc4cccnc4)cc3[C@@H]21 ?
BL2 CD40 inh: 1

How did O=C(C[C@@H]1C[C@H]2c3cc(NC(=O)Nc4ccccc4F)ccc3O[C@H]2[C@H](CO)O1)NCc1ccc2c(c1)OCO2 do in these assays?
BL2 CD40 inh: -2[25 µM]

Results for COc1ccc(S(=O)(=O)N(C)C[C@H]2OCCCC[C@H](C)Oc3ccc(NS(=O)(=O)c4ccc(Cl)cc4)cc3C(=O)N([C@H](C)CO)C[C@H]2C)cc1 ?
BL2 CD40 inh: -3

How did CS(=O)(=O)N(CC(=O)Nc1ccccc1-c1ccccc1)c1cccc(F)c1 do in these assays?
BL2 CD40 inh: 10

What do the screens show for `O=C(NCCOCc1ccc(Cl)cc1)c1ncn[nH]1`?
BL2 CD40 inh: 13

Results for CN(CC(=O)Nc1cccc(C(F)(F)F)c1)C1=NS(=O)(=O)c2ccccc21 ?
BL2 CD40 inh: 7

Results for Cc1nc2cc(C(F)(F)F)ccc2n1C1CCN(CC(=O)N2CCCC2)CC1 ?
BL2 CD40 inh: 4

What do the screens show for `COc1ccccc1CN1CC[C@@H]2[C@@H](CO)Nc3ccc(-c4ccc(C(=O)N(C)C)cc4)cc3[C@@H]21`?
BL2 CD40 inh: -11

What do the screens show for `O=C(O)CCCC(=O)NCc1ccccn1`?
BL2 CD40 inh: -2

How did CN1CCc2nc(NC(=O)COc3ccc4ccccc4c3)sc2C1 do in these assays?
BL2 CD40 inh: -68

What do the screens show for `O=C(c1ccc(S(=O)(=O)N2CCOCC2)cc1)N1CCc2ccccc2C1`?
BL2 CD40 inh: -6

How did CCc1cnc(N2[C@H](C#N)[C@H](c3ccc(C#CCC4CCCC4)cc3)[C@H]2CO)s1 do in these assays?
BL2 CD40 inh: 5[25 µM]

Results for O=C(Nc1ccc(S(=O)(=O)N2CCOCC2)cc1)c1ccccc1 ?
BL2 CD40 inh: -1

What do the screens show for `CCN(CC(=O)NCc1cccs1)C(=O)/C=C/c1cc(OC)c(OC)c(OC)c1`?
BL2 CD40 inh: 4

How did Cc1ccc(C(=O)NCC(=O)OCC(=O)c2ccc(Cl)s2)cc1 do in these assays?
BL2 CD40 inh: -5

How did CC1(C(=O)NS(=O)(=O)c2ccc(Cl)cc2)CCN1C(=O)Cc1ccc(-c2ccccc2)cc1 (stereo not drawn) do in these assays?
BL2 CD40 inh: 2

What do the screens show for `Cc1csc(SCC(=O)Nc2ccc(F)cc2Cl)n1`?
BL2 CD40 inh: -17

What do the screens show for `CC1CN(CCOCCSc2ccccc2)CC(C)O1` (stereo not drawn)?
BL2 CD40 inh: 2

What do the screens show for `CSCCC(NC(=O)COc1ccccc1)C(=O)N1CCN(C(C)=O)CC1` (stereo not drawn)?
BL2 CD40 inh: 3

How did CN(Cc1ccc(F)cc1)Cc1nc(-c2cnccn2)no1 do in these assays?
BL2 CD40 inh: 9

Results for Cc1ccccc1OCC(=O)OC(C)CN1CCN(C)CC1 (stereo not drawn) ?
BL2 CD40 inh: 2

What do the screens show for `C[C@H]1CN([C@@H](C)CO)C(=O)c2c(c3ccccc3n2C)-c2ccccc2CO[C@H]1CN(C)Cc1ccccc1`?
BL2 CD40 inh: 12

What do the screens show for `Fc1ccc(COc2ccc3ccccc3c2CNc2nn[nH]n2)cc1`?
BL2 CD40 inh: 3

Results for Cc1ccc(S(=O)(=O)N(Cc2cccc(C(F)(F)F)c2)C(=O)N2CCN(C)CC2)cc1 ?
BL2 CD40 inh: 9

Results for Cc1ccc(OCCNC(=O)CN2C(=O)NC3(CCCC3)C2=O)cc1 ?
BL2 CD40 inh: 24

Results for CCCCC(CC)C(=O)N1CCN(C(=O)c2ccco2)CC1 (stereo not drawn) ?
BL2 CD40 inh: 11

What do the screens show for `N#Cc1cccc(-c2ccc(C3[C@@H]4CN(C(=O)Nc5ccccc5)C[C@H]3N4)cc2)c1` (stereo partly drawn)?
BL2 CD40 inh: 11&28[25 µM]
